PTHR1 ag = qHTS for PTHR1 Agonists: Primary Screen. Parathyroid hormone/parathyroid hormone-related peptide receptor (Homo sapiens), Q03431. HEK293 GP2 PTHR1 cells, GloSensor cAMP luminescence, 1 h. Potency, µM (titrated, usually from 115 µM), without a hit: top-dose activation, hits mostly activators. 410,000 compounds, 0.075% hits. AID 743266, 2014; further: potency means the concentration at half of the fitted maximal effect; nearly all actives have a fitted effect of over 55% in size; some results filed as inactive show a strong effect at the top dose; inactives centre near -15; many of its hits are not listed in these tables
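HEK-293-derived GP2 cells expressing PTHR1 and a GloSensor cAMP reporter, 3,000/well, plated overnight, given luciferin plus IBMX (each 0.5 mM as added) for 1 h at 37 °C, then compound for 1 h at 37 °C. Luminescence was read after 15 min at room temperature.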
MmCpn inh = Inhibitors of TCP-1 ring complex (TRiC) of Methanococcus maripaludis (MmCpn): qHTS; purified Mm-Cpn ATPase, ADP Transcreener TR-FRET; 330,000 compounds, 0.031% hits; AID 504842, 2011; Potency, µM (top dose mostly 76.9 µM), without a hit: at the top dose activity, negative = inhibition, actives largely listed as inhibitors; Chaperonin Mm-Cpn (Methanococcus maripaludis); further: potency means the concentration at half of the fitted maximal effect; on the % scale 0 is the no-effect control and ±100 the full control effect; nearly all actives have a fitted effect of over 80% in size
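25 nM Mm-CPN + cpd, 10 min 37°C; + 10 uM ATP, 30 min 37°C; buffer 30 mM Tris pH 7.4, 100 mM KCl, 5 mM MgCl2, 1 mM DTT; Transcreener ADP HTRF detection 30 min RT.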
EPAC2 antagonist = qHTS for Antagonist of cAMP-regulated guanine nucleotide exchange factor 2 (EPAC2): primary screen. Potency, µM (highest dose often 114 µM), for inactives: at the highest dose activity, negative = inhibition, most hits filed as inhibitors. 360,000 compounds, 0.18% hits. EPAC2 GEF exchange of Rap1B-BODIPY-GDP, fluorescence. AID 720708, 2013. Rap guanine nucleotide exchange factor 4 (Homo sapiens), Q8WZA2; further: potency means the concentration at half of the fitted maximal effect; on the % scale 0 is the no-effect control and ±100 the full control effect; nearly all actives have a fitted effect of over 45% in size; many of its hits are not listed in these tables
Target sequence (Q8WZA2 whole entry, looked up): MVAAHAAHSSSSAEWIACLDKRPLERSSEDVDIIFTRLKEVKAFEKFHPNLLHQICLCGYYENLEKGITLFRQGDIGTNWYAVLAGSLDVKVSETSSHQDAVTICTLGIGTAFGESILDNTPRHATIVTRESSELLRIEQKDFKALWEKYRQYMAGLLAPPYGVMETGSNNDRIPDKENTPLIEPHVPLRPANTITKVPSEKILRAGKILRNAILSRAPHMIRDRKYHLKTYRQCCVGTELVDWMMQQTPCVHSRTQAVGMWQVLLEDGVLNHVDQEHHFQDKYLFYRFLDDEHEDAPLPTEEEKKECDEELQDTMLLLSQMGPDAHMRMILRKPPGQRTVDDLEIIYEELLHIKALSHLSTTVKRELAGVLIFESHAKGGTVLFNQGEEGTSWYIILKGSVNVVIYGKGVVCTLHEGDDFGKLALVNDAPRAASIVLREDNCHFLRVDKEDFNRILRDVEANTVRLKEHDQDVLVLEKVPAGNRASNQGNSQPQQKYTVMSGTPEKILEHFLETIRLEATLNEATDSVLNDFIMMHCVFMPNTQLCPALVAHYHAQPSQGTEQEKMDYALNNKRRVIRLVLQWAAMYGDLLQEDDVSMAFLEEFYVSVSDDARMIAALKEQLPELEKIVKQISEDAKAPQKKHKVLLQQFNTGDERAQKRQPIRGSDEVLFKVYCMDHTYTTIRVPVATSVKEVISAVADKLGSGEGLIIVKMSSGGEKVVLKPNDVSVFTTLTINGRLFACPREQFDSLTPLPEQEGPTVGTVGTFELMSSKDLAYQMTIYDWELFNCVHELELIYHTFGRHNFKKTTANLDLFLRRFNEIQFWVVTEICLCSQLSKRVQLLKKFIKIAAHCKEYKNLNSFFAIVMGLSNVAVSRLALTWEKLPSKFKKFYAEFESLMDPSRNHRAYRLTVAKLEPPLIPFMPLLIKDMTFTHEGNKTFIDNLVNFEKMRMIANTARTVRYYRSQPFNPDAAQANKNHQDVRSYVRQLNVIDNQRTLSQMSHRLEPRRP
pAkt inh = HTS Assay for Inhibitors of Akt Phophorylation: Primary Screen. Neuro2A IGF-stimulated pAkt S473 HTRF, 20 min; hits give low values. activity change, % for hits at 50 µM. 360,000 compounds, 0.32% hits; in the data active means activity change below about -80%; inconclusive means mostly about -51% to -80%; further: on the % scale 0 is the no-effect control and ±100 the full control effect
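Single-point screen (50 µM final compound) in Neuro2A cells stimulated 20 min with 6 nM IGF at 37 deg C. After lysis, Ser473-phosphorylated Akt read by HTRF (ex 330 nm, em 615/665 nm) as the 665/615 ratio.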
CCT chaperon mod = High-Throughput Screening for Modulators of Cytosolic Chaperonin Activity | purified chaperonin ATPase assay, HTRF ADP detection, 30 min | activity change, % (concentration not given with the values), hits read low | 360,000 compounds, 0.3% hits | AID 651819, 2012; in the data active means activity change below about -30%; further: on the % scale 0 is the no-effect control and ±100 the full control effect
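TRiC at 40 or 20 nM final (batch-dependent) in 30 mM Tris pH 7.4, 100 mM KCl, 5 mM MgCl2, 1 mM DTT, with compound at single 76 uM and 10 uM ATP, 30 min at 37 deg C. ADP detected by HTRF Transcreener, 665/615 ratio.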
DRD3 agonist = qHTS of D3 Dopamine Receptor Agonist: qHTS | D(3) dopamine receptor (Homo sapiens), P35462 | D3R DiscoveRx beta-arrestin cells, luminescence, 90 min | max activation, % | 410,000 compounds, 0.58% hits; in the data active means max activation above about 30%; further: 0% is about no effect; mostly tested at two doses, the higher about 12 µM
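Agonist-mode cell screen: cells plated at 1500/well and incubated overnight at 37 °C, then exposed to library compounds for 90 min at 37 °C. Detection reagent was added for 30–60 min at room temperature, and luminescence was read.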
DRD3 antagonist = qHTS of D3 Dopamine Receptor Antagonist: qHTS; D(3) dopamine receptor (Homo sapiens), P35462; 360,000 compounds, 2.5% hits; AID 652054, 2013; max response, negative = inhibition, %; D3R cells, DiscoveRx beta-arrestin luminescence, antagonist mode; hits give low values; in the data active means max response below about -50%; inconclusive means no clear call, values can overlap the other calls; further: on the % scale 0 is the no-effect control and ±100 the full control effect; mostly tested at two doses, the higher about 12 µM
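Cells plated overnight at 1500 cells/well, then exposed to library compounds with dopamine controls for 90 minutes at 37 degrees C. DiscoveRx reagent added for 30–60 minutes at room temperature; luminescence read, quantitative HTS format.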
EPAC2 agonist = qHTS for Agonist of cAMP-regulated guanine nucleotide exchange factor 4 (EPAC2): primary screen | EPAC2 activation, biochemical qHTS; response scale: 100% = 6.5 mM cAMP response | Potency, µM (doses to about 154 µM), for inactives: at the highest dose activation, hits mostly activators | AID 720711, 2013 | 360,000 compounds, 0.079% hits | Rap guanine nucleotide exchange factor 4 (Homo sapiens), Q8WZA2; further: potency means the concentration at half of the fitted maximal effect; nearly all actives have a fitted effect of over 50% in size
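qHTS, titration series. 100 nM EPAC2 / 250 nM Rap1B-BODIPY-GDP / 50 uM GDP; RT; ex 480/em 540 nm, 5-min reads to 30 min. Norm. to 6.5 mM cAMP = activation.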
Starred values were filed as active, the others as inactive; i = inactive; u = inconclusive; x = no result given; [ ] = another dose, or the depositor's remark. Unless noted, the call rests on the fitted dose curve; in most records, active means well fitted curve in the direction sought with a large enough effect; inconclusive means small, poorly fitted or top-dose-only effect, or another doubt; inactive means no such curve, though single readings can be large; an effect the other way counts as inactive or inconclusive.

SMILES | PTHR1 ag | MmCpn inh | EPAC2 antagonist | pAkt inh | CCT chaperon mod | DRD3 agonist | DRD3 antagonist | EPAC2 agonist
O=C(OCC1CC(c2ccccc2)=NO1)c1ccc(Cl)cc1 (centres undefined) | i | 0% | -3% | i | -3.5 | 0 | -4 | 7%
O=C(c1ccc(S(=O)(=O)c2ccc(F)cc2)c([N+](=O)[O-])c1)N1CCCCCC1 | -50%[inhibitor] | -5% | 9% | i | -0.7 | 7 | -10 | 1%
Cc1cc(C)c(S(=O)(=O)N2C=CC(C(F)(F)F)=NCC2)c(C)c1 | -24%[57.5 µM] | 0% | -4% | i | 1.9 | 4 | 7 | 6%
COc1nc(C)cc(C)c1S(=O)(=O)c1ccc(Cl)cc1 | -9% | 1% | u | i | -0.4 | 2 | 4 | 9%
COc1cc2c(cc1NC(=O)c1cccc([N+](=O)[O-])c1)oc1ccccc12 | -22%[57.5 µM] | 2% | 2% | i | -14 | 11 | 37 | 12%
COc1ccc(C(=O)N2CCCC(c3nc(-c4cccs4)no3)C2)cc1OC (centres undefined) | -22% | 0% | -3% | i | 1.3 | 13 | 23 | -3%
CCOC(=O)N1CCN(C(=O)CSc2ccc3nnc(CCNC(=O)c4ccc(OC)cc4)n3n2)CC1 | i | -3% | 10% | i | 1.4 | 8 | -9 | 8%
CCCNC(=O)c1cn(CC)c2cc(N3CCN(C(=O)c4ccco4)CC3)c(F)cc2c1=O | i | -1% | 2% | i | 0.2 | 7 | 46 | 1%
O=S(=O)(c1ccc2c(c1)nc(COc1ccc(Cl)cc1)n2CC1CCCO1)N1CCOCC1 (centres undefined) | -28% | 2% | -4% | i | -2.2 | 1 | 15 | 4%
CC(C)N(C(=O)[C@H]1C[C@H](CC(=O)NCCN2CCOCC2)C(=O)N2CCc3c([nH]c4ccc(Cl)cc34)[C@]12C)C(C)C | i | 3% | 7% | i | -17 | -1 | -53* | -7%
Nc1c(C(=O)N2CCOCC2)sc(=S)n1-c1ccccc1 | -6%[57.5 µM] | -2% | 0% | i | -0.9 | 16 | 24 | -5%
CCNS(=O)(=O)c1cc(Br)ccc1OC | -14%[57.5 µM] | -5% | 6% | i | 0.2 | 16 | 8 | 3%
NC(=O)c1nsc(C(=O)N(CC(=O)NCc2ccccc2)c2ccc(F)cc2)c1N | i | 1% | 3% | i | -1.2 | -1 | 2 | 2%
Cc1cccc(OC(C)C(=O)Nc2nccs2)c1 (centres undefined) | -12% | -7% | 3% | i | 0.3 | -7 | 1 | 15%
CS(=O)(=O)Nc1nc2n(n1)C(c1ccccc1)CC(c1ccccc1)N2 (centres undefined) | i | -3% | -1% | i | 0.6 | 1 | 6 | 3%
CC1CCCCN1S(=O)(=O)c1ccc2c(c1)CCN2C(=O)C1CC1 (centres undefined) | -18% | 2% | -8% | i | -1.0 | 1 | u | 9%
C/C(=N\NC(=O)c1nc(C)cc(C)n1)c1ccccc1 | -19%[57.5 µM] | 0% | -2% | i | -2.0 | 0 | 10 | -2%
CCOc1ccc(S(=O)(=O)N2CCCC(C(=O)N3CCN(c4ccccc4)CC3)C2)cc1 (centres undefined) | -37%[inhibitor] | -13% | 1% | i | -0.6 | 10 | 22 | 12%
COc1ccc(NC(=O)CN2C(=O)c3ccccc3S2(=O)=O)cc1OC | -13% | -3% | -13% | i | 0.1 | -9 | -21 | 1%
CCCc1nn2c(=O)cc(O)nc2s1 | -17% | -1% | 4% | i | -1.7 | 5 | 14 | -1%
Cc1nn(-c2ccccc2)c(C)c1NC(=O)COc1ccccc1C#N | -38%[inhibitor] | x | -2% | i | 0.9 | -4 | -5 | 4%
CCCCCCSc1ccc(-c2nc3ccccn3c2NCCCC)cc1 | -4% | -6% | -18% | i | -0.4 | 82* | 82 | -7%
Cc1ccsc1/C=N/NC(=O)CO | 16% | 0% | -6% | i | -3.2 | -9 | -18 | 5%
C=CCn1cc(-c2cccc(Cl)c2)cc(C#N)c1=O | i | -10% | 22% | i | 0.5 | -4 | 21 | 5%
CCc1cccc(NC(=O)CCCSc2nc3ccccc3[nH]2)c1 | -6% | 4% | -12% | i | 1.0 | 4 | 3 | 3%

Quoted from the entries so far, 3 compounds:
SMILES | PTHR1 ag | MmCpn inh | EPAC2 antagonist | pAkt inh | CCT chaperon mod | DRD3 agonist | DRD3 antagonist | EPAC2 agonist
Cc1ccsc1/C=N/NC(=O)CO | 16% | 0% | -6% | i | -3.2 | -9 | -18 | 5%
C=CCn1cc(-c2cccc(Cl)c2)cc(C#N)c1=O | i | -10% | 22% | i | 0.5 | -4 | 21 | 5%
CCc1cccc(NC(=O)CCCSc2nc3ccccc3[nH]2)c1 | -6% | 4% | -12% | i | 1.0 | 4 | 3 | 3%

Other records:
SMILES | PTHR1 ag | MmCpn inh | EPAC2 antagonist | pAkt inh | CCT chaperon mod | DRD3 agonist | DRD3 antagonist | EPAC2 agonist
Cc1c(/C=N/NC(=O)C2(O)c3ccccc3-c3ccccc32)cnn1C | -16% | -1% | 11% | i | -3.5 | 7 | -4 | 14%
O=C1c2ccccc2C(=O)N1CNc1ccccc1 | i | 3% | 10% | -123%* | -2.9 | 1 | 26 | -9%
CCOC(=O)N(C)C[C@@H]1OCc2ccccc2-c2c(n(C)c3ccccc23)C(=O)N([C@H](C)CO)C[C@H]1C | i | x | 0% | i | -2.8 | -7 | -28 | 7%
CC1=C/C(=N\NC(=S)Nc2cccnc2)CC(C)(C)C1 | i | u | -10% | i | -2.3 | -10 | -51* | 6%
O=C(CSc1ccc(-c2ccccn2)nn1)c1ccc(F)cc1 | i | 2% | 1% | i | -0.9 | 7 | 5 | 3%
CCS(=O)(=O)c1ccc2oc(SCC(=O)NC3CCCC(C)C3C)nc2c1 (centres undefined) | -16%[57.5 µM] | -1% | -5% | i | -2.3 | -8 | 9 | 15%
CCCn1c(SCC(=O)N2c3ccccc3Sc3ccccc32)nc2ccccc21 | -6% | -5% | -15% | i | -1.4 | 6 | -18 | 7%
COc1ccc(/C=N/NC(=O)CCCOc2ccc(Cl)cc2Cl)cc1 | -3% | 0% | -5% | i | -2.6 | 3 | -21 | 1%
C=CCN(C(=O)C1=NN(C2CCS(=O)(=O)C2)C(=O)CC1)c1nc(-c2ccc([N+](=O)[O-])cc2)cs1 (centres undefined) | -18% | -8% | 2% | i | -2.1 | -2 | 4 | 1%
Cc1nc(Nc2ccc(S(=O)(=O)N3CCCCC3C)cc2)c2nnn(Cc3ccccc3)c2n1 (centres undefined) | -22% | 0% | -3% | i | -2.2 | -5 | -59* | u
COc1cc(CCC(=O)OCC(=O)Nc2ccc3c(c2)OCO3)cc(OC)c1OC | i | 3% | -6% | i | -2.0 | -4 | 0 | 14%
COc1ccc(C(CNC(=O)c2cccc(S(=O)(=O)Nc3ccccc3Cl)c2)N2CCOCC2)cc1 (centres undefined) | -1% | u | 0% | i | 1.2 | -6 | 22 | 5%
c1cc(-c2nn[nH]n2)ccc1CN1CCCCC1 | u | 2% | 3% | i | -1.3 | -12 | -19 | 10%
CC(C)(C)OC(=O)NCc1ccc(CNC(=O)c2[nH]cnc2C(=O)NCC(=O)OCc2ccccc2)cc1 | -43%[inhibitor] | -2% | -25% | i | -2.0 | 43* | 127 | -6%
c1ccc(Nc2nc3ccccc3o2)cc1 | -30% | 5% | -3% | i | -0.8 | -3 | 0 | -8%
CCOC(=O)CN1C(=O)C(Sc2n[nH]c(-c3ccc(O)cc3)n2)CCc2ccccc21 (centres undefined) | -2% | 2% | 6% | i | -0.5 | -1 | 12 | 9%
COCCNC(=O)C1CCCN(C(=O)c2ccc(OC)c(F)c2)CC1 (centres undefined) | 2% | x | -3% | i | -1.0 | -2 | 5 | -5%
Cn1c(=O)c(C(=O)c2ccccc2)c(O)c2ccccc21 | -3% | x | u | i | 0.6 | 5 | 4 | 9%
O=C(OCC(=O)c1ccc(Cl)cc1Cl)c1ccccn1 | -36%[inhibitor] | -19% | -4% | i | -3.2 | 1 | 1 | 1%
Cc1c(Cl)cccc1NC(=O)C1NC(=O)CC1c1ccccc1 (centres undefined) | u | 0% | 13% | i | 1.9 | -8 | u | 6%
COc1ccc(-c2ccc(N(C)C)cc2)cc1[C@H]1[C@H]2C=CC[C@@H](C)[C@@H]2C(=O)N1Cc1ccccc1 | -23% | -1% | 1% | i | -0.1 | -3 | 0 | 7%
O=C1NC(=O)c2cc(Br)cc3cccc1c23 | -23% | -20% | -7% | i | -2.9 | 1 | -4 | -5%
COc1ccc(C(=O)OCC(=O)Nc2cc(C)on2)cc1F | i | x | 34%[activator] | i | 2.2 | 1 | 10 | 3%
Cc1cc(C)c(NC(=O)CCCn2c(=O)oc3ccccc32)c(C)c1 | i | -1% | 6% | i | -0.7 | -3 | -28 | 6%
O=C1CC(N2CCN(c3ccccn3)CC2)C(=O)N1c1ccc(Cl)cc1 (centres undefined) | i | 0% | 4% | i | 1.3 | 3 | 18 | -2%
c1ccc(-c2cn(-c3ccccc3)c3ncnc(NCCCN4CCOCC4)c23)cc1 | -18% | 0% | -16% | i | -2.2 | -7 | -19 | 20%
C=CCn1c(Cc2nc3ccccc3[nH]2)n[nH]c1=S | -19%[57.5 µM] | -2% | -2% | i | -1.5 | 1 | -26 | 12%
O=C(NCCn1cc(SCc2ccccc2)c2ccccc21)c1ccccc1F | -39%[inhibitor] | -5% | -2% | i | -5.2 | 4 | 6 | 11%
CC(OC(=O)CCNS(=O)(=O)c1cccs1)C(=O)Nc1ccc(S(N)(=O)=O)cc1 (centres undefined) | i | -1% | -1% | i | -0.4 | 2 | 9 | 3%

Screening results: PubChem BioAssay, National Center for Advancing Translational Sciences (NCATS)

Only part of the results is shown (hit frequency here may not be typical).
